HSP90 refold inh: HSP90 inhibitors, primary screen, cell lysate, luminescence; Rabbit reticulocyte lysate, luciferase refolding luminescence, 3 h; inhibition, % at 5.6 µM; Heat shock protein HSP 90 (rabbit reticulocyte lysate; luciferase refolding); actives 0.91% (n = 290,000);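 active = inhibition above the screen-wide mean plus 3 SD, computed separately per campaign, cut at about 16% in these data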;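 also: 0% = DMSO wells and 100% = 60 µM geldanamycin wells; inhibitors lower the luminescence because luciferase stays unfolded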
GSK3B inh: human GSK3beta kinase inhibitors, primary screen, biochemical, cell-free homogeneous, HTS. GST-GSK3beta kinase, ADP-Glo luminescence, 60 min; active compounds read low. activity score (negative = inhibition), % at 10 µM. actives 0.038% (n = 300,000). AID 2097, 2009;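 active = more than half of replicate wells score below -50%, meaning over 50% inhibition versus plate controls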;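 also: 0% = median DMSO wells and -100% = median GW8510 positive control wells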
Target sequence (P49841 whole entry, looked up): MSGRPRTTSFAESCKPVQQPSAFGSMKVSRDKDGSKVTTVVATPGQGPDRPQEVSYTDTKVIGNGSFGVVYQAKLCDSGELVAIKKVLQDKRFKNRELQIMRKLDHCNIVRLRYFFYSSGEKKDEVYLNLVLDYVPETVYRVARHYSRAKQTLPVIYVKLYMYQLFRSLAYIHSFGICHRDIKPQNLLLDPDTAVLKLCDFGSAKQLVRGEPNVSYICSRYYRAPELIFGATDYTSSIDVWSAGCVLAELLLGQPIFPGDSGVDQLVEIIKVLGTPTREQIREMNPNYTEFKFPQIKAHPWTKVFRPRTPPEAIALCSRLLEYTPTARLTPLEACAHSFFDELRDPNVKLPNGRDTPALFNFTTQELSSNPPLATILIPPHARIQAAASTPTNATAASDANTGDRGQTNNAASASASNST
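Assay system: GST-tagged human GSK3beta kinase, cell-free; Input: 1.6 ng GSK3beta; Medium: Tris/MgCl2 kinase buffer; Timing: 60 min enzyme reaction, room temperature; Signal: ADP-Glo luminescence quantifying ADP generated by kinase; Evaluation: score relative to plate controls; Benchmarks: DMSO neutral wells and GW8510 at 20 µM as positive.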
Dyrk1A ADPGlo: rat Dyrk1A kinase inhibitors, primary screen, biochemical, single point, plate reader; inhibition, % at 12.5 µM; ADP-Glo luminescence, NFATc1 peptide; Dual specificity tyrosine-phosphorylation-regulated kinase 1A (Rattus norvegicus), Q63470; actives 0.43% (n = 310,000); AID 504441, 2011; in the data active = inhibition above about 50%;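 also: plate controls were vehicle with enzyme for no effect and no enzyme for full effect; many of its hits are not listed in these tables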
KLF5 inhibitor: KLF5 expression inhibitors, primary screen, DLD-1 cells, luminescence | DLD-1 KLF5 promoter-luciferase reporter | inhibition, % at 5 µM | actives 0.23% (n = 290,000);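 active = inhibition above a per-plate limit of that plate's mean compound inhibition plus 3 SD, cut at about 60% in these data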;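 also: 0% = DMSO wells and 100% = LY294002 at 200 µM; higher means less KLF5 promoter-driven luciferase light; inactives centre near -14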
GSK3A inh: blockers of GSK3A enzyme activity – biochemical, luminescence, cell-free homogeneous, HTS, primary screen | GSK-3 alpha kinase, ADP-Glo luminescence, 60 min | AID 2650, 2010 | inhibition, % at 10 µM | Glycogen synthase kinase-3 alpha (Homo sapiens), P49840 | actives 0.1% (n = 320,000);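 in the data active = inhibition above about 50%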;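 also: GST-tagged GSK-3 alpha with peptide substrate and 25 µM ATP; 0% = DMSO neutral wells and 100% = GW8510 positive control wells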
Target sequence (P49840 whole entry, looked up): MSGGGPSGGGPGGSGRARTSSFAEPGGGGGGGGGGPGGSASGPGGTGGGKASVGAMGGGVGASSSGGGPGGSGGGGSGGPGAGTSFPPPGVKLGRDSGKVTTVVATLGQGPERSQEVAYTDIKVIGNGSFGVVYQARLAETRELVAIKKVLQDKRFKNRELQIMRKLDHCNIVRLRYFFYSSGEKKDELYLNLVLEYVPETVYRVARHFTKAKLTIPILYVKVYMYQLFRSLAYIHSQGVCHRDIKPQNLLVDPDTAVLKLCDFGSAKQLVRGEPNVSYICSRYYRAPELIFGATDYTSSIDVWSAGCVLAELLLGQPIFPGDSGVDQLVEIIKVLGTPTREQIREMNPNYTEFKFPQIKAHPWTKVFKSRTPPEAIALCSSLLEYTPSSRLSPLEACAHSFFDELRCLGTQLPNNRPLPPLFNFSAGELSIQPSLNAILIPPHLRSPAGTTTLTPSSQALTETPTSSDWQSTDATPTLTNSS
IEC-6 tox: cytotoxicity in IEC-6 intestinal epithelial cells, primary screen, cytotoxicity control for KLF5 inhibitor project, cell-based, luminescence | inhibition, % at 5 µM | IEC-6 cytotoxicity, luminescence viability | actives 0.78% (n = 290,000); in the data active = inhibition above about 22%;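 also: 0% = plate median of test compound wells and 100% = cytotoxic reference compound wells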
HSF1 activator: HSF-1 activators, primary screen, NIH3T3-HGL cells, MG132 stress, luminescence, single point; AID 504408, 2011; actives 1.7% (n = 300,000); NIH3T3-HGL HSF-1 luciferase reporter, 8 h; 100% = twice DMSO control signal; activation, % at 9 µM;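 active = mean replicate activation of at least 50% with a set share of replicates each reaching 50%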;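 also: 0% = median of the neutral control wells and 100% = twice that signal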
aSyn 5UTR inh: MLPCN primary screen, SNCA 5' untranslated region; alpha-synuclein 5'UTR reporter, inhibitor activity; inhibition, % (tested at 7.5 µM); actives 0.82% (n = 300,000); in the data active = inhibition above about 60%;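 also: H4 neuroglioblastoma cells stably carrying SNCA 5'UTR luciferase fusion; 0% = DMSO wells and 100% = positive control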
HSF1 inhib: HSF1 inhibitors in luciferase reporter cells, primary screen, cell-based, NIH3T3, luminescence. activity change, negative = inhibition, % at 7.5 µM (by protocol). AID 2098, 2009. actives 0.77% (n = 300,000). NIH3T3-HGL HSE-luciferase, MG132-induced, luminescence 8 h; active compounds read low;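 active = more than half of replicate wells show activity change below -50%, luminescence cut by over half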;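 also: luciferase reports HSF-1 transcriptional activity via heat shock element; 0% = median of DMSO wells and -100% = zero luminescence signal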
Platelet DG rel: inhibitors of platelet dense granule secretion, primary screen, cell-based, MLPCN, human platelets | human platelet-rich plasma, SFLLRN dense granule ATP release, luminescence | inhibition, %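 (compounds screened at 7.5 µM in platelet-rich plasma)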 | actives 0.22% (n = 300,000);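 active = mean replicate score, as percent of positive control, at or above 50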
Active calls of the source: *; . = not tested or not shown. Some of the compounds tested; the hit share may differ from the screen's.

compound	HSP90 refold inh	GSK3B inh	Dyrk1A ADPGlo	KLF5 inhibitor	GSK3A inh	IEC-6 tox	HSF1 activator	aSyn 5UTR inh	HSF1 inhib	Platelet DG rel
Cc1ccc(CNC(=O)COC(=O)C2CCN(S(=O)(=O)c3cccs3)CC2)cc1	6.0	-3.1	-1.2	-9.7	-1.2	-0.6	-7.7	31.2	5.0	2.0
C=CCc1ccc(OCC(O)CN2CCCCC2)c(OC)c1 (stereo unspecified)	-1.0	-5.4	.	12.7	-0.8	0.5	-10.2	-11.2	-0.2	-3.7
O=C(NCCN1CCOCC1)c1ccc(CSCc2cccc(Cl)c2)o1	-1.4	2.1	5.0	-32.7	5.4	-3.0	-11.1	-6.0	-3.4	5.8
CCOc1cc(CN2CCCC(N3CCc4ccccc4C3)C2)ccc1O (stereo unspecified)	-0.6	0.9	8.2	-23.5	-2.6	-2.2	-1.4	7.8	-6.5	-2.8
Cc1ccc(NC(=O)c2cc(=O)[nH]c3ccc(S(=O)(=O)N4CCOCC4)cc23)nc1	.	-1.5	3.0	.	3.2	.	0.2	-15.1	-2.2	-3.6
C=CCn1c(SCC(=O)Nc2cc(C)on2)nc2c([nH]c3ccccc32)c1=O	2.6	-1.1	.	6.3	-2.7	1.0	-20.9	9.3	6.5	38.6
Cc1cc(N2CCCC2)nc2c(C)cccc12	-3.2	-2.5	-1.6	-3.4	-4.2	2.2	-3.2	-23.9	-0.7	2.3
Cc1ccccc1CN(c1ccc(C(=O)N2CCCC2)cc1)S(C)(=O)=O	0.5	-3.2	.	-96.8	-2.6	3.4	0.7	13.5	3.4	5.1
COc1ccc(C2=NOC(C(=O)NC3CCCCC3)C2)cc1OC (stereo unspecified)	-1.0	-4.3	-1.5	-23.0	-2.7	9.1	-10.2	15.1	-6.8	3.7
O=C(CNC(=O)Cc1ccccc1)N=Nc1c(O)[nH]c2ccccc12	1.0	.	4.5	-16.6	-1.4	-1.1	1.0	3.4	-4.7	3.8
CCOc1cc(/C=N/n2c(C)nc3ccccc3c2=O)ccc1O	-0.5	-1.7	-1.0	-21.6	0.9	-1.9	-26.1	24.0	-10.2	-7.3
N/C(=N\OC(=O)c1ccc2c(c1)OCO2)c1cccc(Br)c1	-3.7	1.8	.	-12.1	6.3	0.1	26.0	-145.7	-0.4	2.9
CCN(CC)S(=O)(=O)c1ccc(OC)c(NS(=O)(=O)c2ccc(F)cc2)c1	1.2	3.4	-3.4	6.7	2.8	3.3	27.0	-7.7	-2.7	4.1
COc1c(C)cccc1C(=O)NCc1ccc2c(c1)OCO2	-2.6	-0.6	1.2	-28.9	0.4	-6.9	-5.4	-17.5	-8.8	-2.8
CCN(CC)S(=O)(=O)c1cc(NC(=O)CN2C(=O)NC(C)(c3ccccc3)C2=O)ccc1C (stereo unspecified)	1.9	-1.0	-2.2	-1.0	-1.2	5.7	5.0	6.5	3.6	-2.0
CCOC(=O)c1[nH]c(C)c(C(=O)OC(C)C(=O)Nc2ncc(Cl)cc2Cl)c1C (stereo unspecified)	-1.4	-5.8	2.6	10.1	0.5	-1.4	-1.1	-6.2	-3.4	2.2
O=C1C2C3C=CC(C3)C2C(=O)N1c1ccccc1OS(=O)(=O)c1ccccc1 (stereo unspecified)	0.5	2.4	-4.4	-7.6	-9.6	5.9	-9.2	17.8	-10.6	26.7
COc1ccc(-c2nc3ccc(C)cc3c(=O)o2)cc1OC	1.2	-2.8	.	-31.5	-1.8	5.3	3.0	-6.4	-2.4	2.6
CCC(C)[C@H](N)c1nnc(SCC(=O)c2ccc(Cl)cc2)o1 (stereo partly specified)	3.5	1.6	1.1	-1.5	0.8	-1.9	-6.0	39.1	-6.0	3.2
Cc1cccc(-n2c(O)c(C=NCCCN3CCOCC3)c3ccccc3c2=O)c1	-1.9	-7.2	0.6	-0.6	10.5	0.3	-0.8	16.1	-1.9	6.1
COc1ccc(C(=O)N/C(=C\c2ccccc2)C(=O)NCc2cccnc2)cc1	-1.1	1.0	7.4	-6.7	1.8	0.0	2.3	5.8	-0.7	-1.3
O=C(OCc1cccc(F)c1)c1cc2ccccc2cc1O	3.9	1.8	11.3	-19.9	.	5.7	-2.0	1.9	-3.4	-12.9
O=C(CSc1ccc(-c2cccc([N+](=O)[O-])c2)nn1)N1CCCCCC1	-1.4	1.5	.	-0.8	-2.0	1.0	25.4	30.0	8.4	13.1
Clc1ccccc1-c1nnc(-c2ccc3c(c2)OCO3)o1	0.9	4.0	6.8	-108.3	-7.7	-3.5	95.1*	-82.4	61.7	23.2
CCOc1ncccc1C(=O)OCc1nnc(-c2ccccc2)o1	1.1	.	-2.2	15.4	1.3	-3.4	.	.	.	.

A second format for 2 compounds above.
COc1ccc(C2=NOC(C(=O)NC3CCCCC3)C2)cc1OC (stereo unspecified)
  HSP90 refold inh: -1.0
  GSK3B inh: -4.3
  Dyrk1A ADPGlo: -1.5
  KLF5 inhibitor: -23.0
  GSK3A inh: -2.7
  IEC-6 tox: 9.1
  HSF1 activator: -10.2
  aSyn 5UTR inh: 15.1
  HSF1 inhib: -6.8
  Platelet DG rel: 3.7
O=C(CNC(=O)Cc1ccccc1)N=Nc1c(O)[nH]c2ccccc12
  HSP90 refold inh: 1.0
  GSK3B inh: .
  Dyrk1A ADPGlo: 4.5
  KLF5 inhibitor: -16.6
  GSK3A inh: -1.4
  IEC-6 tox: -1.1
  HSF1 activator: 1.0
  aSyn 5UTR inh: 3.4
  HSF1 inhib: -4.7
  Platelet DG rel: 3.8

The list continues:
compound	HSP90 refold inh	GSK3B inh	Dyrk1A ADPGlo	KLF5 inhibitor	GSK3A inh	IEC-6 tox	HSF1 activator	aSyn 5UTR inh	HSF1 inhib	Platelet DG rel
NC(=O)NOCc1ccccc1F	4.3	0.5	1.3	-3.5	2.5	0.9	-4.1	15.9	-4.1	6.4
CC1(C)C(=O)OC(c2c(F)c(F)c(F)c(F)c2F)C2(CCCCC2)C1=O (stereo unspecified)	-3.9	-1.3	1.1	1.5	7.2	9.0	7.4	7.7	-7.2	-12.8
Cc1ccc(C(=O)OCCN2CCN(c3ncc(C(F)(F)F)cc3Cl)CC2)cc1	3.0	2.2	14.2	-20.3	-3.0	2.4	-4.7	-10.2	-1.6	-1.1
CN(C)C(=O)C(=O)c1cccn1-c1cccc(Cl)c1C#N	4.1	-1.1	3.0	-7.3	1.1	-5.4	-23.9	-18.9	-7.8	-4.8
CCC12CN(S(=O)(=O)c3ccc(C)cc3)CC(CC)(CN(S(=O)(=O)c3ccc(C)cc3)C1)C2=O	-4.5	.	-1.1	-47.2	-4.6	-3.9	-5.6	24.8	-4.4	3.8
CCCCNC(=O)c1ccc(/C=C2\Oc3ccccc3N(C)C2=O)cc1	0.3	5.8	0.0	-32.7	6.2	-1.2	-6.5	3.0	-2.7	1.0
COc1ccc(C(=O)CSc2ccc(-c3ccccc3)nn2)cc1	3.9	-1.8	8.6	5.6	-0.2	1.0	35.4	-5.6	2.4	-2.6
CCCCCCSc1cc(-c2nc3ccc(C)cn3c2NCc2ccccc2)ccc1OC	.	-4.3	-3.6	.	2.5	.	2.5	12.0	3.8	2.8
Cc1cc(NC(=O)c2cc([N+](=O)[O-])cc([N+](=O)[O-])c2)no1	3.4	2.0	.	4.7	-1.0	5.6	4.3	-1.6	-4.1	-7.0
Cn1c(SCC(=O)C(C)(C)C)nnc1-c1ccccn1	3.6	2.6	-6.6	-38.0	0.3	4.7	6.7	-40.4	7.7	-11.0
COC(=O)c1ccc(NC(=O)Cn2c(-c3nonc3N)nc3ccccc32)cc1	4.8	0.1	1.8	-22.3	1.6	2.4	39.8	1.5	9.2	-1.3
Cc1ccccc1C1C(C#N)=C2N=C(N)c3c(sc4c3CCCCC4)N2C2=C1C(=O)CCC2 (stereo unspecified)	2.2	-1.8	-4.4	-6.9	-2.2	-1.0	-10.0	20.0	-3.0	1.5
COc1cccc(N2C(=O)Nc3ccc(Br)cc3C2(O)C(=O)NCCN(C)C)c1 (stereo unspecified)	6.4	-4.1	-0.8	-8.2	-2.0	0.0	-4.0	-5.1	-4.5	14.5
C=CCNC(=O)c1ccccc1NC(=O)c1ccccc1N(C)S(C)(=O)=O	-2.0	0.5	1.4	-15.3	-0.5	-0.3	-0.7	-3.2	-1.7	13.2
O=C1CSC(c2ccccc2F)N1c1cc(Cl)ccc1O (stereo unspecified)	0.6	2.7	-0.7	-38.7	-0.6	-10.0	6.2	0.5	7.4	1.0
O=C(CCn1nc(-c2ccc(F)cc2)ccc1=O)NCc1ccccc1	2.8	-2.7	.	12.2	-2.0	7.9	34.6	-4.5	2.8	0.9
COc1ccccc1C1=NOC(C(=O)N2CCN(C(=O)c3ccco3)CC2)C1 (stereo unspecified)	-4.9	1.6	4.1	-3.2	-2.9	1.7	13.8	11.3	1.9	2.9
CC(OC(=O)c1ccc2noc(-c3ccccc3)c2c1)C(N)=O (stereo unspecified)	26.5*	0.9	-0.9	-135.4	13.8	-2.6	42.9	-20.3	3.4	-4.8
CC(=O)Nc1ccc(Nc2nnc(-c3ccc(C)c(S(=O)(=O)NCCO)c3)c3ccccc23)cc1	-1.0	-4.9	-2.3	-8.7	0.2	2.0	-12.7	18.9	-2.6	-2.0
CCOC(=O)CS(=O)(=O)c1nc(-c2ccc(F)cc2)cc(C(F)(F)F)n1	53.1*	1.9	7.5	-2.1	-3.2	0.6	88.4*	-32.8	59.5	32.4
COc1ccnc(CN(C)C(=O)C2CCC(=O)N(Cc3cccc(C(F)(F)F)c3)C2)c1 (stereo unspecified)	-2.9	-2.1	0.5	-12.3	0.5	1.3	21.9	8.1	-3.7	3.3
Cc1cc(C)nc(SCCC(=O)Nc2ccccc2Cl)n1	-0.7	-6.7	.	-4.8	-1.6	-1.7	0.9	35.3	-7.9	5.3
CCNC(=O)NC1(C(=O)N2CCC(Cc3ccccc3)CC2)CCCCC1	2.2	-2.0	1.2	-38.3	1.4	-2.6	0.5	-12.8	-2.2	-11.5
CC(C)C(c1nnnn1Cc1ccc2c(c1)OCO2)N1CCN(C)CC1 (stereo unspecified)	-0.6	2.5	-0.8	-18.7	-3.4	-0.3	5.1	10.6	-4.3	-0.5
CCCCOc1ccc(/C(N)=N/O)cc1	1.5	1.7	-8.9	-49.0	0.3	-5.1	8.0	-73.2	7.8	-0.8
CSc1ccccc1NC(=O)CN(C)CC(=O)Nc1ccc(Cl)cc1[N+](=O)[O-]	-1.1	-20.1	3.6	-16.6	6.0	0.4	.	.	.	.
NC(=O)C1CCCCc2c1[nH]c1ccc(Cl)cc21 (stereo unspecified)	-1.7	-0.1	28.4	-23.5	0.9	-6.4	14.6	28.7	5.9	-0.3
CC(C)CCNc1ncnc2c1nnn2Cc1ccccc1	-4.8	.	7.3	-65.5	-2.0	-2.3	-10.2	4.8	-13.0	-3.2

Screening data from PubChem.
